Screens from PubChem.
CF NFkB block – blocks PAF-induced NF-kB reporter in cystic fibrosis cells; KKLEB NF-kB-GFP reporter, GFP fluorescence overnight; inhibition, % at 5 µM; 360,000 tested, 0.86% active; AID 588850;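 active = at least 50% inhibition at 5 µM, scaled per plate between neutral and stimulator controls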;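 also: PAF is a Pseudomonas aeruginosa culture filtrate used as stimulus; plate controls were PAF-stimulated DMSO wells for no effect and unstimulated DMSO wells for full effect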
NR2E3 ag-1 – activates human photoreceptor nuclear receptor NR2E3 | Q9Y5X4 | AID 2300 | inhibition of corepressor binding, % at 4.78 µM | 320,000 tested, 0.12% active | GST-NR2E3/biotin-RetCOR TR-FRET, 1536-well;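 active = percent inhibition above the cutoff of mean plus 3 SD of all tested compounds, set per screening campaign, cut at about 20% in these data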;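 also: 0% = DMSO wells and 100% = biotin wells as full block of FRET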
Target sequence (Q9Y5X4 whole entry, looked up): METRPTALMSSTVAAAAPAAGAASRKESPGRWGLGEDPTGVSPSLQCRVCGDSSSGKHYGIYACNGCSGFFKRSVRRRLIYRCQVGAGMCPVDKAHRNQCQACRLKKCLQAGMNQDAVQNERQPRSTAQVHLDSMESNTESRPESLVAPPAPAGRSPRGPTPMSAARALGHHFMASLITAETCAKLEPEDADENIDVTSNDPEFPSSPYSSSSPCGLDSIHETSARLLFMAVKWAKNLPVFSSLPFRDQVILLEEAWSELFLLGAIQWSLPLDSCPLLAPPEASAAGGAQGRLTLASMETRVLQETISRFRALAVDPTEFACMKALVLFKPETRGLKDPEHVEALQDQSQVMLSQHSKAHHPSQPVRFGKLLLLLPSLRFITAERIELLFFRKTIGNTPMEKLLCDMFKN
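Material – GST-tagged NR2E3 plus biotinylated RetCOR corepressor · Quantity – NR2E3 fusion 1.35 nM · Times – 5 h incubation at 4 °C · Medium – pH 7.5 Tris-based buffer · Technique – TR-FRET, Eu(K)-anti-GST donor, streptavidin-D2 acceptor, ex 340, em 617/671 nm · Benchmarks – high control biotin, low control 0.6% DMSO · Format – 1536-well plates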
TWEAK Fn14 block – inhibitors of TWEAK-Fn14 interaction signaling; TWEAK-stimulated Fn14 reporter cells, luciferase luminescence, 8 h; inhibition, % at 10 µM; 360,000 tested, 2% active; in the data active = inhibition above about 50%
MITF TRPM1 inh – inhibitors of MITF-driven TRPM1 promoter in melanoma cells; inhibition, % at 12.5 µM; 330,000 tested, 0.83% active; SK-MEL-5 TRPM1 promoter luciferase, 24 h;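 active = mean inhibition across replicates of 60% or more, whatever share of single replicates reaches that level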; also: values of inactives mirror those of a sister screen read the other way
Peg3 promoter – inhibitors of Peg3 promoter; inhibition, % at 20 µM; HeLa PEG-Prom luciferase reporter, luminescence, overnight; 360,000 tested, 1.7% active; AID 588405;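 active = inhibition of at least 50% at 20 µM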
Shn3 inh set2 – Schnurri-3 reporter inhibition in Clone20 osteoblasts | inhibition, % at 12.5 µM | Clone20 osteoblast Shn3 3'UTR firefly luciferase, 24 h | 360,000 tested, 0.52% active;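 active = mean inhibition of at least 75% with every replicate also reaching 75%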;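 also: 0% = median of neutral control wells and 100% = pilot-screen positive control compound; some compounds past the cut are filed as inactive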
KKLEB tox – reduces viability of KKLEB cystic fibrosis airway cells; activity change (cytotoxicity), % at 5 µM; AID 602141; KKLEB CF airway cells viability, ATPlite luminescence, overnight; hits give low values; cells stimulated with P. aeruginosa culture filtrate; 360,000 tested, 0.36% active;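 active = corrected activity change at or below -50% at 5 µM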
TROY NFkB inh – inhibitors of TROY-dependent NF-kB signaling. Q293 LMP1-TROYcd NF-kB luciferase reporter, 4 h. inhibition, % at 10 µM. 360,000 tested, 0.98% active. AID 1347056;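 active = compounds whose plate-normalised and pattern-corrected inhibition of the luciferase reporter signal at the single screening dose is 50% or more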
C8 TRAIL sens – sensitizes caspase-8 expressing cells to TRAIL; 360,000 tested, 1% active; inhibition (viability loss, TRAIL sensitization), % at 10 µM; NB7+C8 cells + TRAIL, ATPlite viability luminescence;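 active = compounds causing at least 50% loss of cell viability in the single-dose screen, relative to plate controls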
HIF-2a inh – blocks HIF-2a reporter activity; 786-0 RCC cells HIF-2a reporter, luciferase luminescence, overnight; inhibition, % at 18.8 µM; 360,000 tested, 0.72% active;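 active = inhibition of the luminescence signal of 40% or more relative to plate controls, in a single-dose primary screen at 18.75 µM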
NR2E3 ag-2 – agonists of human NR2E3 nuclear receptor; CHO-S Gal4-NCOR/VP16-NR2E3 two-hybrid, luciferase; inhibition of corepressor binding, % at 3.98 µM; 360,000 tested, 0.35% active; AID 602229;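 active = inhibition above the mean of all tested compounds plus 3 SD, cut at about 70% in these data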;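 also: 0% = DMSO with NR2E3 transfected cells and 100% = cells lacking NR2E3 construct; higher means lower luciferase signal from less NR2E3 corepressor binding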
* = called active by the depositor; . = no result given. Only part of the results is shown (hit frequency here may not be typical).

Short forms: A = CF NFkB block; B = NR2E3 ag-1; C = TWEAK Fn14 block; D = MITF TRPM1 inh; E = Peg3 promoter; F = Shn3 inh set2; G = KKLEB tox; H = TROY NFkB inh; I = C8 TRAIL sens; J = HIF-2a inh; K = NR2E3 ag-2
CCCCC(=O)N(C)c1c(CC)nc2c(OCc3cccc(Cl)c3)cccn12
  A: 7	B: .	C: 11	D: .	E: 18	F: -38	G: 6	H: -7	I: 5	J: 12	K: 8

Cc1cnc(C(=O)OCC(=O)Nc2ccc(C)c(S(=O)(=O)N3CCCCCC3)c2)cn1
  A: -21	B: 3	C: 3	D: 2	E: 0	F: -15	G: 5	H: 11	I: 3	J: 15	K: -19

Nc1nccnc1C(=O)OCC(=O)NCCc1ccc(S(N)(=O)=O)cc1
  A: -8	B: -1	C: 0	D: -1	E: 9	F: -8	G: 7	H: 0	I: -12	J: 5	K: 5

COc1cccc(-n2c(CNc3ccc(F)cc3)nnc2SCC(N)=O)c1
  A: 8	B: 0	C: 10	D: -4	E: 4	F: 24	G: -8	H: -9	I: -8	J: 0	K: -9

O=C(Nc1ccc(Cl)cc1)Nc1ccc2c(c1)N1CCN=C1S2
  A: 28	B: 2	C: 6	D: -21	E: -105	F: 10	G: 6	H: 13	I: 15	J: -115	K: -5

Cc1nc2ccccc2c(=O)n1NC(=O)c1ccc(Cl)c([N+](=O)[O-])c1
  A: 24	B: 0	C: 33	D: 3	E: 8	F: -24	G: -10	H: 73*	I: 21	J: 17	K: -8

CCc1ccc2nc(SCC(=O)N(CC)CC)c(C#N)cc2c1
  A: 6	B: 2	C: -30	D: -21	E: -60	F: 25	G: -8	H: 0	I: -20	J: -79	K: 1

O=C(O)c1ccccc1S(=O)CCO (stereo not drawn)
  A: -18	B: 2	C: -3	D: -1	E: -7	F: -12	G: 2	H: 2	I: -14	J: 14	K: 6

Cc1cc(SCC(=O)N(C)c2c(N)n(Cc3ccccc3)c(=O)[nH]c2=O)nc2ccccc12
  A: -10	B: 0	C: -17	D: -1	E: 18	F: -13	G: 12	H: 6	I: -3	J: 14	K: -10

CCc1cc2c(COC(=O)c3cccc(NS(C)(=O)=O)c3)cc(=O)oc2cc1O
  A: 14	B: -1	C: 55*	D: 2	E: 49	F: -23	G: 8	H: 53*	I: 20	J: -9	K: -29

CCC(=O)c1ccc2ncccc2c1
  A: -8	B: 0	C: -28	D: -11	E: -31	F: -3	G: 18	H: -19	I: 5	J: -57	K: -51

COc1ccccc1N1CCN(c2nc3ccccn3c(=O)c2C=O)CC1
  A: 10	B: 2	C: 10	D: -26	E: -82	F: -18	G: -2	H: 10	I: 6	J: -132	K: -43

Cn1c(CC(=O)Nc2ccc(Cl)c(Cl)c2)n[nH]c1=S
  A: -16	B: -4	C: 7	D: -4	E: 16	F: -3	G: 4	H: 9	I: -11	J: 20	K: -16

COC(=O)c1cc(S(=O)(=O)NCc2ccc(F)cc2)cn1C
  A: -6	B: -1	C: -10	D: 4	E: 10	F: 1	G: 21	H: -10	I: 2	J: 9	K: -7

CCOC(=O)c1nnc(-c2ccc(C)cc2)nc1N1CCSCC1
  A: 18	B: 1	C: -5	D: 10	E: -37	F: -40	G: -14	H: -26	I: 16	J: -54	K: -21

CC(C)(C)S(=O)(=O)c1cnc(N2CCCC2)nc1N
  A: 8	B: -1	C: 9	D: -26	E: 3	F: 0	G: -1	H: 12	I: 5	J: 9	K: 5

O=C(Sc1nnc(-c2ccccc2)o1)N1c2ccccc2Sc2ccccc21
  A: 24	B: 2	C: -1	D: 7	E: 14	F: 3	G: -8	H: -46	I: -8	J: -25	K: -41

Oc1cccc(Nc2ccccc2)c1
  A: 6	B: 1	C: -7	D: -6	E: -26	F: 6	G: 1	H: -17	I: -5	J: -10	K: -11

C/C(=N\NC(=O)c1cccc2ccccc12)c1ccccn1
  A: -32	B: .	C: 101*	D: 76*	E: -16	F: 90*	G: 4	H: 21	I: 46	J: -58	K: -80

CCc1cc2c(-c3ccccc3)cc(=O)oc2cc1OCC(=O)NCC1CCC(C(=O)O)CC1 (stereo not drawn)
  A: 2	B: -1	C: -27	D: 0	E: 5	F: 1	G: 13	H: 7	I: -22	J: 1	K: -23

COc1ccc(C(=O)c2coc(-c3ccccc3C(=O)O)c2C(=O)O)cc1
  A: -5	B: 1	C: -6	D: 6	E: 0	F: -8	G: 11	H: -16	I: -20	J: 20	K: -6

O=C(NCCc1c[nH]c2ccccc12)C1CCN(c2nnc(N3CCCC3=O)s2)CC1
  A: 9	B: 0	C: -3	D: 16	E: 15	F: 4	G: 2	H: 0	I: 4	J: 13	K: -14

CC(C)(C)c1ccccc1OCC(=O)NCCCn1ccnc1
  A: -7	B: 1	C: 32	D: 12	E: 20	F: -11	G: 19	H: 12	I: -2	J: 12	K: -13

O=S1(=O)CC2SC(=S)N(c3ccccc3)C2C1 (stereo not drawn)
  A: 6	B: -1	C: 0	D: .	E: 2	F: 4	G: 3	H: -4	I: -6	J: 15	K: -8

COC(=O)c1cccc(CSc2nc3ccccc3[nH]2)c1
  A: -1	B: 0	C: 2	D: -4	E: -202	F: -12	G: -2	H: -28	I: 31	J: -27	K: -117

O=C(CSc1nnc2ccc3ccccc3n12)N1CCOCC1
  A: -17	B: 1	C: -15	D: -23	E: -108	F: -41	G: 12	H: -47	I: -7	J: -143	K: -11

O=c1c2ccccc2nc(SCc2ccccc2)n1CC1CCCO1 (stereo not drawn)
  A: -3	B: 3	C: -17	D: 9	E: 11	F: 4	G: 0	H: -8	I: -6	J: 5	K: -12

COCCCNc1ccc([N+](=O)[O-])cc1C(=O)Nc1cccc(C)n1
  A: -1	B: 2	C: -7	D: 19	E: 12	F: -7	G: 1	H: -4	I: -10	J: 14	K: -15

O=C(O)c1ccc(NC(=O)c2ccco2)c(NC(=O)c2ccco2)c1
  A: -15	B: 3	C: 18	D: 0	E: 12	F: 4	G: 7	H: 16	I: 0	J: 13	K: -53

CCCCOCCCNC(=O)C[C@@H]1C[C@@]2(C(=O)OCC)CCCC=C2N(Cc2cccc3ccccc23)C1=O
  A: .	B: .	C: 20	D: .	E: .	F: .	G: .	H: 17	I: -15	J: -8	K: -7

Cc1ccc(NC(=O)CCn2nnc3ccccc32)cc1
  A: 15	B: 5	C: -4	D: -117	E: -280	F: -15	G: -10	H: -36	I: -3	J: -239	K: -95

O=C(c1cc(Cl)ccc1O)N1CCN(S(=O)(=O)c2cccs2)CC1
  A: 4	B: 2	C: -16	D: 1	E: -3	F: 2	G: -2	H: 3	I: -4	J: 5	K: -8

COc1ccc(-c2nn(-c3ccccc3)cc2/C=C/C(=O)OCC(=O)Nc2cccc(C#N)c2)cc1
  A: 19	B: -1	C: 2	D: -6	E: 34	F: 12	G: -27	H: 12	I: -3	J: 23	K: 28

Cc1ccccc1-n1nnnc1Sc1nnnn1-c1ccccc1
  A: 78*	B: 2	C: 88*	D: 78*	E: 109*	F: 1	G: -69*	H: 44	I: 55*	J: 49*	K: 16

COc1ccc(C/C(C)=N/NC(=O)C2COc3ccccc3O2)cc1 (stereo not drawn)
  A: -19	B: -3	C: -3	D: 11	E: -3	F: -7	G: 27	H: 16	I: 0	J: -3	K: -18

Cn1c(=O)c2c(nc(NCCNC(=O)c3ccco3)n2Cc2ccccc2F)n(C)c1=O
  A: -6	B: 6	C: -2	D: 3	E: 6	F: 13	G: -4	H: 2	I: 3	J: 16	K: 9

O=C(NCC1CC1)Nc1cccc(C(F)(F)F)c1
  A: 4	B: .	C: 12	D: -6	E: 8	F: 23	G: 1	H: 3	I: -19	J: -14	K: 7

CC1CCN(C(=O)c2ccc(N3CCOCC3)c([N+](=O)[O-])c2)CC1
  A: 5	B: .	C: 0	D: -14	E: -13	F: -6	G: 8	H: -7	I: -10	J: -23	K: -20

COc1ccccc1N1CCN(S(=O)(=O)CCNC(=O)C(C)Oc2ccccc2)CC1 (stereo not drawn)
  A: 9	B: .	C: 4	D: .	E: 15	F: -23	G: 6	H: -14	I: -16	J: 10	K: 13

O=C(O)Cc1sc(-c2cccnc2)nc1-c1ccc(Br)cc1
  A: -20	B: 4	C: 11	D: 10	E: 12	F: -11	G: -5	H: -9	I: 0	J: -5	K: -6

CCN(CC)c1ccc(NC(=O)Cn2cc3c(n2)CCC(C)C3)c(C)c1 (stereo not drawn)
  A: -11	B: -1	C: -8	D: -20	E: 9	F: -7	G: -11	H: -14	I: -6	J: -9	K: -11

CCOc1ccccc1-n1nnnc1SCc1nc2ccccc2s1
  A: -2	B: -1	C: 22	D: 2	E: -134	F: -42	G: 5	H: 14	I: -7	J: -226	K: -95

OC[C@H]1O[C@@H](c2nc(-c3nc(-c4ccc(F)cc4)no3)cs2)[C@H](O)[C@@H]1O
  A: -13	B: .	C: 15	D: .	E: -219	F: -90	G: -2	H: 32	I: 27	J: -136	K: -145

CCn1c(NC(=O)c2nn(C)cc2Br)nc2ccccc21
  A: 8	B: -2	C: -14	D: -10	E: 19	F: -3	G: 12	H: 7	I: 17	J: 4	K: -15

CC(C)C[C@H]1CN([C@@H](Cc2ccc(O)cc2)CN2CCC[C@H]2CN2C(=O)C(=O)NC[C@@H]2Cc2ccc(O)cc2)C(=O)C(=O)N1CCc1ccccc1
  A: .	B: .	C: 16	D: .	E: .	F: .	G: .	H: 1	I: -10	J: -10	K: -18

CCOC(=O)[C@]12CCCC=C1N(Cc1ccc(Cl)cc1Cl)C(=O)[C@H](CC(=O)NCCc1ccccc1OC)C2
  A: .	B: .	C: 8	D: .	E: .	F: .	G: .	H: 11	I: 20	J: -23	K: -22

O=C(Cc1ccccc1)Nc1cc([N+](=O)[O-])ccc1N1CCOCC1
  A: 18	B: 1	C: -9	D: 7	E: 14	F: 18	G: -11	H: 11	I: 9	J: 6	K: 12

COc1ccc(C(=O)N/C(=C/c2ccc(Cl)cc2)C(=O)Nc2ccc(C(=O)O)cc2)cc1
  A: 1	B: .	C: 100*	D: -4	E: 22	F: 6	G: -6	H: -24	I: -5	J: 12	K: -20

CCN1C(=O)[C@H]2[C@@H](c3ccc(C(F)(F)F)cc3)N[C@]3(CCCN(Cc4ccc(OC)cc4)C3=O)[C@H]2C1=O
  A: 8	B: .	C: -10	D: .	E: -2	F: 14	G: -4	H: -4	I: 1	J: 4	K: 12

CC(=O)N1CCN(C(=O)c2cc(-c3cccc4ccccc34)nc3ccccc23)CC1
  A: -8	B: -2	C: 19	D: 29	E: 33	F: -20	G: 6	H: -7	I: 2	J: 5	K: -13

COC(=O)c1ccc(-c2ccc(CNCC(O)c3ccccc3)o2)cc1 (stereo not drawn)
  A: 12	B: -1	C: -7	D: -10	E: -15	F: 4	G: -15	H: -46	I: 6	J: -21	K: -3

CCN(C(=O)CSc1nnc(-c2ccncc2)o1)c1ccccc1
  A: 21	B: 17	C: 7	D: 8	E: 11	F: 16	G: -2	H: 3	I: -2	J: 15	K: -23
